Source: PubChem
Pf Dd2 growth: inhibitors of Plasmodium falciparum Dd2 growth; P. falciparum Dd2 growth, SYBR Green, 72 h; active compounds read low; activity change, % at 10 µM; 2.3% of 94,000 active; in the data active = activity change below about -80%
T cruzi growth: T. cruzi proliferation inhibition | AID 624255 | 5.9% of 77,000 active | T. cruzi beta-gal in NIH3T3, GalScreen luminescence, 90 h | inhibition, % at 8.34 µM;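 active = mean inhibition above about 93%, with at least 55% of replicates each passing it, limit read from the data, passing the limit was not always enough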
C diff growth: blocks growth of Clostridium difficile. Clostridium difficile clinical isolate growth, OD600, 24 h; active compounds read low. growth activity, negative = inhibition, % at 16 µg/mL (by protocol). 0.25% of 86,000 active. AID 1259249;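 active = mean growth activity at or below -80% and every replicate also at or below -80%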;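 note: 0% = DMSO wells and -100% = levofloxacin 16 µg/mL wells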
GASC1 inh: KDM4C (human) demethylase inhibition | 0.15% of 96,000 active | Q9H3R0 | AID 720574 | GST-KDM4C 2-372, H3K9me3 peptide, LANCE TR-FRET | inhibition, % at 12.5 µM;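 active = mean replicate inhibition above about 25%, with at least 55% of replicates also reaching it, limit read from the data, passing the limit was not always enough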
Target sequence (Q9H3R0 2-372 limits assumed): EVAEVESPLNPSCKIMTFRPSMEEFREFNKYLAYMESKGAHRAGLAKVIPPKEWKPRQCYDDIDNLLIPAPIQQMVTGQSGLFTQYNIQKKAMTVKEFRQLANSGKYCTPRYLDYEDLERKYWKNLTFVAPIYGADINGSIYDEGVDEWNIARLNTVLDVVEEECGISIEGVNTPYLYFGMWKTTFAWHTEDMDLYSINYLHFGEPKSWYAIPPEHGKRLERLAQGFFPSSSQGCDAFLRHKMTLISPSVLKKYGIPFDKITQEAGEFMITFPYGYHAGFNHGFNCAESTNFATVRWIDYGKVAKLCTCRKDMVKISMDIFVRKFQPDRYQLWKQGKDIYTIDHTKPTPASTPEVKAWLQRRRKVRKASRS
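material = GST-tagged GASC-1 (JMJD2C) catalytic fragment, aa 2-372 | amount = enzyme final amount 10 nM | medium = HEPES buffer, pH 7.5, plus ascorbate | also added = H3K9me3 peptide substrate, Fe(II), 2-oxoglutarate | dosing = single dose | times = 30 min demethylation and 1 h detection at room temperature | detection = LANCE TR-FRET | read-out basis = Fall in 671/618 emission ratio as inhibition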
Starred values were filed as active, the others as inactive; / = no result given; & = joins results of further samples.

SMILES	Pf Dd2 growth	T cruzi growth	C diff growth	GASC1 inh
COc1ccc2c3c(n(C)c2c1)[C@@H](CO)N(S(C)(=O)=O)CC31CCN(C(=O)C2CCC2)CC1	-21	/	-4	-0.8
C[C@@H]1CN([C@H](C)CO)C(=O)c2cccc(NS(=O)(=O)c3cn(C)cn3)c2O[C@H]1CN(C)Cc1ccc2c(c1)OCO2	28	-87	-2	1.4
Cc1ccc(-c2ccc3c(c2)O[C@@H](CN(C)C(=O)CC2CC2)[C@@H](C)CN([C@@H](C)CO)S3(=O)=O)cc1	-15	/	2	-2.6
O=C1CN(S(=O)(=O)c2ccccc2)C[C@H]2[C@@H](c3ccc(Br)cc3)[C@@H](CO)N12	-11	/	1	-0.2
C[C@@H]1CN([C@H](C)CO)C(=O)c2cccc(NC(=O)Nc3cccc4ccccc34)c2O[C@@H]1CN(C)C(=O)Nc1ccc(C(F)(F)F)cc1	-92*	52	73	-2.3
C[C@@H]1CN([C@@H](C)CO)C(=O)c2cccc(NC(=O)C3CCCCC3)c2O[C@@H]1CN(C)Cc1ccc2c(c1)OCO2	-54	21	-3	2.3
O=C(C1CCCC1)N1CC[C@@H]2[C@H](CO)Nc3ccc(-c4cccc(F)c4)cc3[C@@H]21	-65	/	65	-4.6
O=C(C[C@@H]1C[C@H]2c3cc(NC(=O)C4CCOCC4)ccc3O[C@H]2[C@@H](CO)O1)NCc1ccc(Oc2ccccc2)cc1	20	29	/	-3.3
COc1ccc(S(=O)(=O)N2CCCCN3[C@H](CO)[C@@H](c4ccc(C#CC5CC5)cc4)[C@@H]3C2)cc1	2	117*	-5	-0.3
COCC(=O)Nc1ccc2c(c1)C(=O)N(C)C[C@@H](OC)[C@H](C)CN(Cc1cncnc1)[C@H](C)CO2	20	-15	1	2.0
CO[C@H]1CN(C)C(=O)c2ccc(NS(=O)(=O)c3ccccc3)cc2OC[C@@H](C)NC[C@H]1C	0	15	/	-0.1
C[C@@H]1CN([C@@H](C)CO)C(=O)c2cc(NC(=O)Nc3ccc4c(c3)OCO4)ccc2O[C@@H](C)CCCCO[C@@H]1CN(C)C(=O)Nc1ccccc1	-5	39	2	-2.1
O=C(C1CCCC1)N1CC2(C1)[C@H](c1ccccc1)[C@H](CO)N2Cc1ccc(Cl)cc1	-28	/	37	-1.1
C[C@@H]1CN([C@@H](C)CO)C(=O)c2cccc(NS(=O)(=O)c3ccc(Cl)cc3)c2O[C@@H]1CN(C)S(=O)(=O)c1cccs1	-21	79	-2	0.9
O=C(C1CCCC1)N1CC(=O)N2[C@@H](CO)[C@@H](c3ccc(C#CCc4ccccc4)cc3)[C@@H]2C1	-44	/	13	0.2
C/C=C/c1ccc([C@@H]2[C@@H](CO)N3C(=O)CN(C(=O)Nc4ccc(OC)cc4)C[C@@H]23)cc1	-20	/	-5	-1.0
C[C@H](CO)N1C[C@H](C)[C@@H](CN(C)CC2CCCCC2)Oc2c(NC(=O)C3CCCCC3)cccc2C1=O	-50	69	45	2.3
C[C@@H]1CN([C@@H](C)CO)C(=O)c2cc(-c3ccncc3)cnc2O[C@H]1CN(C)C(=O)C1CCC1	-7	40	/	0.8
Cn1cnc(S(=O)(=O)N[C@@H]2CC[C@@H](CC(=O)NCC3CCCCC3)O[C@H]2CO)c1	6	57	-4	1.5
COc1ccc2c3c([nH]c2c1)[C@H](CO)N(Cc1ccncc1)CC31CCN(Cc2ccc(-c3ccccn3)cc2)CC1	-89*	/	-1	0.3
CC(C)NC(=O)N(C)C[C@@H]1OCCCC[C@H](C)Oc2ccc(NC(=O)Nc3ccc4c(c3)OCO4)cc2C(=O)N([C@@H](C)CO)C[C@H]1C	3	-9	5	0.0
C[C@H]1CN([C@@H](C)CO)C(=O)c2cc(NS(C)(=O)=O)ccc2O[C@@H]1CN(C)S(C)(=O)=O	12	-52	/	0.9
Cc1cc(C(=O)Nc2cccc3c2O[C@@H](CN(C)C(=O)Nc2ccccc2)[C@@H](C)CN([C@H](C)CO)C3=O)n(C)n1	-19	43	0	-2.2
COc1ccc(S(=O)(=O)N[C@@H]2C=C[C@@H](CC(=O)N3CCC(Cc4ccccc4)CC3)O[C@@H]2CO)cc1	20	/	-4	-0.8
CC=Cc1ccc2n(c1=O)C[C@@H]1[C@@H](CO)[C@H](C(=O)N(C)C)[C@H]2N1CC1CCCCC1 (mixture of isomers)	6	6	5	-1.1

Record cards (already shown). Values in the order: Pf Dd2 growth | T cruzi growth | C diff growth | GASC1 inh
Entry for `COc1ccc(S(=O)(=O)N[C@@H]2C=C[C@@H](CC(=O)N3CCC(Cc4ccccc4)CC3)O[C@@H]2CO)cc1` → 20 | / | -4 | -0.8
Entry for `Cc1cc(C(=O)Nc2cccc3c2O[C@@H](CN(C)C(=O)Nc2ccccc2)[C@@H](C)CN([C@H](C)CO)C3=O)n(C)n1` → -19 | 43 | 0 | -2.2
Entry for `Cc1ccc(-c2ccc3c(c2)O[C@@H](CN(C)C(=O)CC2CC2)[C@@H](C)CN([C@@H](C)CO)S3(=O)=O)cc1` → -15 | / | 2 | -2.6

The listing picks up, starting 3 compounds before the break.
SMILES	Pf Dd2 growth	T cruzi growth	C diff growth	GASC1 inh
Cc1cc(C(=O)Nc2cccc3c2O[C@@H](CN(C)C(=O)Nc2ccccc2)[C@@H](C)CN([C@H](C)CO)C3=O)n(C)n1	-19	43	0	-2.2
COc1ccc(S(=O)(=O)N[C@@H]2C=C[C@@H](CC(=O)N3CCC(Cc4ccccc4)CC3)O[C@@H]2CO)cc1	20	/	-4	-0.8
CC=Cc1ccc2n(c1=O)C[C@@H]1[C@@H](CO)[C@H](C(=O)N(C)C)[C@H]2N1CC1CCCCC1 (mixture of isomers)	6	6	5	-1.1
C[C@H](CO)N1C[C@H](C)[C@H](CN(C)Cc2ccccc2)Oc2ncc(-c3cccc(F)c3)cc2C1=O	-1&-8	61&53	7&5	-0.2
OC[C@H]1[C@@H](c2ccccc2)[C@H](CNCC2CCC2)N1CC1CC1	-27	31	9	0.4
O=C(Cc1ccncc1)N1CC(=O)N2[C@H](C1)[C@@H](c1ccc(C3=CCCC3)cc1)[C@@H]2CO	12	/	-3	-2.1
COc1cccc(S(=O)(=O)Nc2ccc3c(c2)[C@@H]2C[C@H](CC(=O)NCCc4ccccc4)O[C@H](CO)[C@@H]2O3)c1	-56	50	2	-1.1
N#C[C@H]1[C@@H](c2ccc(C#CC3CC3)cc2)[C@H](CO)N1C(=O)c1cccc(F)c1	-61	94	12	1.7
COc1ccc(S(=O)(=O)N(C)C[C@@H]2OCCCC[C@@H](C)Oc3ccc(NC(=O)Nc4cccc5ccccc45)cc3C(=O)N([C@H](C)CO)C[C@H]2C)cc1	-69	94	3	-8.8
C[C@@H]1CN([C@@H](C)CO)C(=O)Cc2cc(N(C)C)ccc2O[C@@H]1CN(C)S(=O)(=O)c1ccc(Cl)cc1	-14	/	13	-2.2
CNC(=O)C[C@H]1CC[C@@H]2[C@H](COc3ccc(NC(=O)C4CC4)cc3C(=O)N2C)O1	13	-14	-6	1.1
CC(C)(C)[S@](=O)N1Cc2cc(C(=O)NCCN3CCCC3)nc(-c3cccc(-c4cccc(C#N)c4)c3)c2[C@@H]1CCO	-71	18	/	0.1
CN(C)C(=O)c1ccc(-c2ccccc2[C@H]2[C@@H](CO)N(C(=O)C3CCCC3)[C@H]2C#N)cc1	2	/	-4	-1.5
O=C(C[C@H]1C[C@@H]2c3cc(NC(=O)Nc4ccccc4F)ccc3O[C@@H]2[C@@H](CO)O1)NCc1ccccn1	-13	/	-2	-0.4
COc1ccc(NC(=O)N(C)C[C@H]2Oc3c(NS(=O)(=O)c4cccs4)cccc3C(=O)N([C@H](C)CO)C[C@H]2C)cc1	-13	-93	-13	1.6
O=C(N[C@H]1C=C[C@H](CC(=O)N2CCOCC2)O[C@@H]1CO)c1cccc(F)c1	19	-39	/	1.2
COc1ccc(C#Cc2cnc3c(c2)C(=O)N([C@@H](C)CO)C[C@H](C)[C@H](CN(C)C)O3)cc1	-32	69	-6	28*
CCCNC(=O)N(C)C[C@@H]1Oc2cc(C#C[C@H](C)O)ccc2S(=O)(=O)N([C@@H](C)CO)C[C@@H]1C	-3	23	-1	-1.6
C[C@H]1CN([C@@H](C)CO)C(=O)c2cccc(NS(=O)(=O)c3ccccc3)c2O[C@@H]1CN(C)Cc1ccc(C(=O)Nc2ccccc2N)cc1	-54	/	-2	4.3
C/C=C/c1ccc([C@@H]2[C@H](CO)N3C(=O)CN(S(=O)(=O)c4cccc(F)c4)C[C@@H]23)cc1	-39	/	-9	-0.2
C[C@@H]1CN([C@H](C)CO)C(=O)Cc2cc(NC(=O)Cc3cn(C)c4ccccc34)ccc2O[C@H]1CN(C)C(=O)Nc1ccc(F)cc1	-16	0	0	-1.2
O=C(C[C@@H]1CC[C@H]2[C@@H](COC[C@@H](O)CN2Cc2cccc(-c3ccncc3)c2)O1)N1CCCCC1	-11	63	/	-0.1
CN(C)CCCNC(=O)C[C@@H]1CC[C@@H](NS(=O)(=O)c2ccc(F)cc2)[C@H](CO)O1	10	2	-1	1.5
O=C(C[C@@H]1CC[C@@H]2NC[C@@H](O)COC[C@H]2O1)NCc1ccc(Oc2ccccc2)cc1	17	-54	-9&-15	1.1
CCCN(C)C[C@H]1Oc2cc(C#CC(C)(C)O)ccc2S(=O)(=O)N([C@@H](C)CO)C[C@H]1C	-29	-20	-8	-0.1
COc1ccc(S(=O)(=O)N(C)C[C@@H]2Oc3ccc(NC(=O)Cn4cnnn4)cc3CC(=O)N([C@@H](C)CO)C[C@@H]2C)cc1	-13	-13	-2	0.3
O=C(c1cccc(F)c1)N1C[C@@H]2[C@H](c3ccccc31)[C@H](CO)N2C(=O)C1CC1	-10	1	2	-1.9
C[C@@H]1CN([C@@H](C)CO)S(=O)(=O)c2ccc(-c3ccncc3)cc2O[C@H]1CN(C)C(=O)C1CCC1	-14	108*	/	2.1
CN1C[C@@H]2[C@H](c3ccccc31)[C@@H](CO)N2C(=O)C1CCCC1	-2	-17	-3	3.0
C[C@@H]1CCCCO[C@H](CN(C)Cc2ccc(C(F)(F)F)cc2)[C@@H](C)CN([C@@H](C)CO)C(=O)c2cc(NC(=O)CCC(F)(F)F)ccc2O1	-62	77	21	-0.4

5 compounds already listed, sorted by the number in C diff growth, falling:
canonical_smiles,Pf Dd2 growth,C diff growth,GASC1 inh
C[C@@H]1CN([C@@H](C)CO)C(=O)Cc2cc(N(C)C)ccc2O[C@@H]1CN(C)S(=O)(=O)c1ccc(Cl)cc1,-14,13,-2.2
N#C[C@H]1[C@@H](c2ccc(C#CC3CC3)cc2)[C@H](CO)N1C(=O)c1cccc(F)c1,-61,12,1.7
CN(C)C(=O)c1ccc(-c2ccccc2[C@H]2[C@@H](CO)N(C(=O)C3CCCC3)[C@H]2C#N)cc1,2,-4,-1.5
CNC(=O)C[C@H]1CC[C@@H]2[C@H](COc3ccc(NC(=O)C4CC4)cc3C(=O)N2C)O1,13,-6,1.1
C/C=C/c1ccc([C@@H]2[C@H](CO)N3C(=O)CN(S(=O)(=O)c4cccc(F)c4)C[C@@H]23)cc1,-39,-9,-0.2

Gathered by group: the entries above containing a CF3 group.
SMILES	Pf Dd2 growth	T cruzi growth	C diff growth	GASC1 inh
C[C@@H]1CN([C@H](C)CO)C(=O)c2cccc(NC(=O)Nc3cccc4ccccc34)c2O[C@@H]1CN(C)C(=O)Nc1ccc(C(F)(F)F)cc1	-92*	52	73	-2.3
C[C@@H]1CCCCO[C@H](CN(C)Cc2ccc(C(F)(F)F)cc2)[C@@H](C)CN([C@@H](C)CO)C(=O)c2cc(NC(=O)CCC(F)(F)F)ccc2O1	-62	77	21	-0.4
